Source: PubChem BioAssay
RMI FANCM FP: RMI-FANCM interaction inhibition; Fluorescence polarization, RMI core complex with F-MM2 peptide; active compounds read low; FP signal (polarization) at 33 µM; actives 0.58% (n = 70,000); AID 1159607; in the data active = FP signal below about 40; note: inactives centre near 61; strong numbers were not always called active; unit not given here
* marks the source's active call; other numbers are inactive results; & = joins results of further samples. Some of the compounds tested; the hit share may differ from the screen's.

compound	RMI FANCM FP
CN1CCN(c2cc(OCCNC(=O)NCc3ccccc3)ncn2)CC1	60
Cc1ccc2c(c1)NC(C(=O)Nc1ccc(-c3ccccc3)cc1)NS2(=O)=O (configuration not stated)	59&54
Cc1ccc(S(=O)(=O)C(=CNc2ccccc2)S(=O)(=O)c2ccc(C)cc2)cc1	55
COc1ccc(CC(=O)Nc2ccc3c(c2)NC(=O)C(C)(C)CO3)cc1	64
CCOc1ccc(-c2noc(CS(=O)(=O)c3ccc(Cl)s3)n2)cc1	76
CCOC(=O)c1c(NC(=O)c2cc(C)no2)sc2ccccc12	85
COc1ccc(N2CCCn3c2nc2c3c(=O)n(Cc3ccc(F)cc3)c(=O)n2C)c(OC)c1	57
Cn1ccc(C(=O)Nc2nc3c(F)cc(F)cc3s2)n1	70
CNC(=O)C(=O)Nc1cc(C)cc(C)c1	65
Cc1nc(-c2nnc(SCc3nc(-c4ccc(C5SCCS5)cc4)no3)n2C)cs1	60
O=C(/C=C/c1ccccc1)Nn1cnc2c(cnn2-c2cccc(Cl)c2)c1=O	98
NS(=O)(=O)c1ccc(CCNC(=O)CCCn2nc(-c3cccs3)ccc2=O)cc1	70
O=C(N1CCOCC1)N1CCN(Cc2ccc3c(c2)OCO3)CC1	61
COc1cccc(OCC(=O)NC(C)C)c1	61
Cc1c(C)n2c3c(=O)[nH]c(=O)n(C)c3nc2n1CCCN1CCC(Cc2ccccc2)CC1	66
CCc1nnc(NS(=O)(=O)c2ccc(NC(=O)Nc3cccc(C(F)(F)F)c3)cc2)s1	57
Cc1ccccc1OCC(=O)NNC(=O)c1ccc(=O)n(Cc2ccc(Cl)cc2)c1	61
CCOc1ccc(CCNS(=O)(=O)c2ccc([N+](=O)[O-])cc2)cc1OCC	61
Cc1cc(NC(=O)c2ccc(S(=O)(=O)N(C)Cc3ccccc3)cc2)n(C)n1	69
Cn1ncc(C(=O)O)c1NNC(=O)CC(C)(C)CC(=O)O	53
CCOCCn1c(=NS(=O)(=O)c2ccc(C)cc2)sc2cc(F)cc(F)c21	64
Cc1cc(C)cc(OCC(O)Cn2c(C3CC(=O)N(c4cccc(F)c4)C3)nc3ccccc32)c1 (configuration not stated)	69
COc1ccc(C(=O)CSC2=NCCCCCC2)cc1	56
Cc1ccc(S(=O)(=O)c2nc(-c3ccccc3)oc2Sc2nc3ccccc3s2)cc1	57
CS(=O)(=O)c1cccc(-c2nnc(NC(=O)c3ccc(S(=O)(=O)N4CCCc5ccccc54)cc3)o2)c1	64
O=C(NCC(c1ccsc1)N1CCCCCC1)C(=O)Nc1ccc(F)c(F)c1 (configuration not stated)	56
O=C(Cn1nc2ccc(SCc3ccc(Cl)cc3)nn2c1=O)NCc1ccc2c(c1)OCO2	96
CN1CCN(C(CNC(=O)C(=O)NCc2ccccc2)c2ccc3c(c2)CCCN3C)CC1 (configuration not stated)	65
Cc1cc(NC(=O)COc2coc(CN3CCN(c4ccccc4)CC3)cc2=O)no1	52
CC(=O)c1sccc1NC(=O)c1ccccc1C(=O)O	56
COc1ccc(CC(=O)N2CCC(c3nc4ccccc4s3)CC2)cc1C	67
CCOCCn1c(=NC(=O)CCc2ccccc2)sc2cc([N+](=O)[O-])ccc21	61
O=C(Cn1cnc(-c2ccccc2)cc1=O)Nc1cc(Cl)ccc1O	75
O=C(CSCc1ccccc1)Nc1nnc(SCc2c(F)cccc2Cl)s1	61
Nc1cc2c(cc1[N+](=O)[O-])OCO2	60
Cc1cc(NC(=O)CCCN2C(=O)/C(=C\c3ccco3)SC2=S)no1	36
CC1CCN(C(=O)/C(=C/C=C/c2ccccc2)NC(=O)c2ccccc2)CC1	57
CCOC(=O)c1ccc(NC(=O)CSc2nnc(NC(=O)Cc3ccc(OC)cc3)s2)cc1	68
Cc1ccc(S(=O)(=O)c2c(N)n(NC(=O)C3CC3)c3nc4ccccc4nc23)cc1	62
COc1ccc(S(=O)(=O)NCCc2sc3nc(-c4ccc(F)cc4)nn3c2C)cc1OC	56
COc1ccc(/C=C2\SC(=O)NC2=S)cc1OC	-8
O=C(NCCOCCO)C(=O)Nc1c2c(nn1-c1ccc(F)cc1)CS(=O)(=O)C2	55
COc1ccccc1N1CCN(c2nc(Nc3ccc(C)cc3)c3nccnc3n2)CC1	59
COc1ccc(S(=O)(=O)C(CNC(=O)c2c(OC)cccc2OC)c2cccs2)cc1 (configuration not stated)	58
Cc1cc(C(=O)Nc2nc(-c3ccc(C(C)C)cc3)cs2)on1	62
Cc1[nH]n(-c2ccccc2)c(=O)c1N=Nc1ccc(N2CCCCC2)cc1	57
COC(=O)c1sc2c(c1N)CSc1ccc(Cl)cc1-2	61
Cc1csc(NC(=O)c2cccn(OCc3ccc(F)cc3)c2=O)n1	59
COc1ccccc1-c1ccc(N2CCCC(C(=O)NCc3ccco3)C2)nn1 (configuration not stated)	63
Cc1ccc(S(=O)(=O)Nc2ccc(-c3cn4c(n3)SCC4)cc2)s1	59
CCn1ccc(C(=O)Nc2cccc(-c3nc4ccccc4s3)c2)n1	61
O=S(=O)(c1ccc(F)c(Cl)c1)N1CCN(c2ccc(-c3ccco3)nn2)CC1	72
C(=C\c1nc2ccccc2o1)/c1ccccc1	63
NC(=S)c1ncc(C(F)(F)F)cc1Cl	61
CC(C)c1nnc(C2CCN(C(=O)NCc3cccc4ccccc34)CC2)o1	60
CC(C)c1ccc(NS(=O)(=O)c2ccc(N3C(=O)CCC3=O)cc2)cc1	53

Following part
compound	RMI FANCM FP
CCNc1nc(SCc2ccc([N+](=O)[O-])cc2)nc2sc3c(c12)CCN(C)C3	-31*
COC(=O)NCC1c2ccccc2CCN1C(=O)OC (configuration not stated)	54
CC(=O)c1cccc(NC(=O)CSc2ccc(NC(=O)C3CC3)nn2)c1	68
Cn1c(=O)c2c(nc(N/N=C\c3ccc(O)c(O)c3)n2CCc2ccccc2)n(C)c1=O	62
NC(=O)c1cc2c(-c3ccccc3)nn(-c3ccccc3)c2s1	61
Cc1nc2ccc(NC(=O)COc3ccc(Cl)cc3Cl)cc2c(=O)n1-c1ccc(F)cc1	61
CCc1ccc(S(=O)(=O)NCCOc2ccc3nnc(C)n3n2)s1	69
COc1ccc(NC(=O)CCSc2nc3sc4c(c3c(=O)n2-c2ccccc2)CCCC4)cc1	85
Nc1ccc(-n2cnnn2)cc1	54
COC(=O)c1sccc1NC(=S)Nc1ccccc1N1CCOCC1	49
CC12CC(NC(=O)N1CCc1ccccc1)c1cc(Cl)ccc1O2 (configuration not stated)	70
CCn1c(C)cc(O)c(C(c2cccnc2)c2c(O)cc(C)n(CC)c2=O)c1=O	53
O=C(Nc1ccccc1C(F)(F)F)c1ccc(F)c(S(=O)(=O)NCCc2ccccc2)c1	59
Cn1nc(-c2ccccc2)cc1NC(=O)CN1C(=O)c2ccccc2S1(=O)=O	44
CCOP(=O)(OCC)C1(Nc2ccccc2)CCCCC1	61
COc1cccc(NC(=O)c2oc3ccccc3c2NC(=O)/C=C\c2cc(OC)c(OC)c(OC)c2)c1	83
COc1ccc(-c2nnc3ccc(SCc4ccccc4)nn23)cc1OC	60
COc1ccc(-c2cc(C(F)(F)F)n3nc(-c4cccs4)cc3n2)cc1OC	9*
CC12CCC(C(=O)Nc3ccc(F)cc3)(c3nc4ccccc4nc31)C2(C)C (configuration not stated)	60
CS(=O)(=O)N1CCC(C(=O)NCC2(c3cccs3)CCCC2)CC1	68
O=C(Cn1cccc(-c2nc(-c3ccccc3)no2)c1=O)Nc1ccc(F)cc1	177
C[C@H]1C[C@@H]2[C@H]([C@@H](O)C[C@@]3(C)[C@H]2CC[C@]3(O)C(=O)CO)[C@@]2(C)C=CC(=O)C=C12	50&63
O=S(=O)(c1c(Cl)cc(C(F)(F)F)cc1Cl)N1CCOCC1	55
O=C(CSc1nc2ccccc2c(=O)n1-c1ccc(Cl)c(Cl)c1)c1ccc(Cl)cc1	60
COC(=O)c1sccc1O	65
CCN(CC)c1ccc(C(=O)NC(=S)Nc2nc(-c3ccc([N+](=O)[O-])cc3)cs2)cc1	58
O=C(NCCn1ncc2c(=O)n(Cc3ccccc3F)cnc21)c1ccc(Br)o1	67
CCCOc1nn(CCC)cc1C(=O)N1CCN(C)CC1	57
O=C(CSc1ccc(-c2ccc3c(c2)OCO3)nn1)c1ccc(F)cc1	54
CCc1ccc(-c2n[nH]c(=O)c3nc(C)sc23)cc1	71
C=CCn1c(=O)c2c(nc(-c3ccc(S(=O)(=O)O)cc3)n2C)n(C)c1=O	61
Cc1ccc(-n2ncc3c(=O)[nH]c(SCC(=O)Nc4nc5ccccc5s4)nc32)cc1	62
OC(CNCc1ccc2c(c1)OCO2)COc1ccc(-c2csnn2)cc1 (configuration not stated)	65&58
COc1ccc(/C=N\Nc2nc(-c3ccccc3)cs2)cc1	57
CC1CC(C)CN(C(=O)c2cc3cccnc3n(Cc3ccccc3)c2=O)C1 (configuration not stated)	60
CN(C)S(=O)(=O)c1ccc(C(=O)NCC(=O)N/N=C\c2ccco2)cc1	62
COC(=O)C1CCN(C(=O)c2cc3c(=O)n4cc(C)ccc4nc3n2C)CC1	63
Cc1cc(NC(=O)CSc2ccc(NC(=O)c3ccccc3)nn2)no1	66
CCOC(=O)c1c(C)n(-c2ccccc2)c2ccc(OC(=O)c3ccccc3NC(=O)c3ccc(Cl)cc3)cc12	61
CC(C)c1ccc2c(c1)CCC1C(C)(C(N)=O)CCCC21C (configuration not stated)	65
O=C(Nc1nnc(SCC(=O)N2CCOCC2)s1)NC1CCCCC1	54
O=C(CCn1c(=S)oc2ccccc21)Nc1ccc(F)cc1	62
COc1ccccc1OCC(=O)N(CCn1cccn1)c1nc2c(Cl)cccc2s1	64
Cc1c(NS(=O)(=O)c2ccc(-c3ccno3)s2)c(=O)n(-c2ccccc2)n1C	64
CCOc1ccc(C(=O)NNc2cc(=O)n(C)c(=O)n2C)cc1OCC	54
COc1cccc(CSc2nc(CC(=O)Nc3c(C)cc(C)cc3C)cc(=O)[nH]2)c1	69
CCOCCn1ccc2c(OCC(=O)NCC3CCCO3)cccc2c1=O (configuration not stated)	53
CCc1nnc(C2CCN(S(=O)(=O)c3ccc(F)cc3)CC2)s1	60
CC(=O)OC1CCC2(C)C(=CCC3C2CCC2(C)C(/C(C)=N\O)CCC32)C1 (configuration not stated)	64
Cc1cc(C)nc(NS(=O)(=O)c2ccc(NC(=O)Nc3cccc(Cl)c3)cc2)n1	55
O=C(NCCn1nc(-c2cccnc2)ccc1=O)c1ccc(F)cc1	68
COc1ccc2nc(N(Cc3cccnc3)C(=O)c3nc4ccccc4s3)sc2c1	89
CS(=O)(=O)c1ccc(NC(=O)c2ccc(Cl)c(S(=O)(=O)N3CCCCC3)c2)cc1	60
CCCOc1ccc(S(=O)(=O)Nc2ccc3c(c2)N(CCOC)CCC3)cc1C	68
COc1ccc(S(=O)(=O)Nc2nc(C)c(C(=O)Nc3ccc4c(c3)OCO4)s2)cc1	54
CCOC(=O)CSc1nc2cc(C(F)(F)F)cnc2n1C	53

(listing goes on)
compound	RMI FANCM FP
Cc1ccc2c(c1)c(-c1ccccc1)c(-c1ccccc1)n2CC(O)CNC1CCCC1 (configuration not stated)	123
O=C(NCCCSc1nc2ccccc2o1)Nc1nccs1	58
Cc1nnc(N2C(=O)C(O)=C(C(=O)c3ccco3)C2c2ccc(Br)cc2)s1 (configuration not stated)	-19
O=C(COc1cccc2ccc(N3CCCCC3)nc12)NCCc1ccccc1	53
O=C1C2C(C(=O)C3C1[C@H]1C=C[C@@H]3C1)[C@H]1C=C[C@@H]2C1 (some centres not stated)	58
COc1ccc(-c2nnc(NC(=O)c3ccc(Cl)cc3Cl)o2)cc1OC	63
CCOc1ccc(S(=O)(=O)Nc2ccc3c(c2)N(C(=O)c2ccccc2)CCC3)cc1C	73
CN(C)CCCN(C(=O)C1COc2ccccc2O1)c1nc2cc3c(cc2s1)OCO3 (configuration not stated)	88
CC(C)CS(=O)(=O)Nc1ccc2c(c1)N(C(=O)c1ccco1)CC2	65
O=C(COCC(=O)Nc1ccc(-c2nc3ccccc3[nH]2)cc1)Nc1ccc(-c2nc3ccccc3[nH]2)cc1	73&78
CCOC(=O)N1CCN(C(=O)CSc2nnc(-c3cccnc3)o2)CC1	51
Cc1ccc(NC(=O)c2ccsc2)cc1NS(C)(=O)=O	55
